Source: PubChem
BAZ2B inh = qHTS Assay for Inhibitors of BAZ2B; Potency, µM (doses to about 114 µM), without a hit: at the highest dose activity change, negative = inhibition, usual class: inhibitors; AlphaScreen BAZ2B-H3K14Ac peptide displacement; Bromodomain adjacent to zinc finger domain protein 2B (Homo sapiens), Q9UIF8; actives 4.4% (n = 360,000); AID 504333, 2011; further: on the % scale 0 is the no-effect control and ±100 the full control effect; nearly all actives have a fitted effect of over 60% in size
Target sequence (Q9UIF8 whole entry, looked up, the tested form may be a part): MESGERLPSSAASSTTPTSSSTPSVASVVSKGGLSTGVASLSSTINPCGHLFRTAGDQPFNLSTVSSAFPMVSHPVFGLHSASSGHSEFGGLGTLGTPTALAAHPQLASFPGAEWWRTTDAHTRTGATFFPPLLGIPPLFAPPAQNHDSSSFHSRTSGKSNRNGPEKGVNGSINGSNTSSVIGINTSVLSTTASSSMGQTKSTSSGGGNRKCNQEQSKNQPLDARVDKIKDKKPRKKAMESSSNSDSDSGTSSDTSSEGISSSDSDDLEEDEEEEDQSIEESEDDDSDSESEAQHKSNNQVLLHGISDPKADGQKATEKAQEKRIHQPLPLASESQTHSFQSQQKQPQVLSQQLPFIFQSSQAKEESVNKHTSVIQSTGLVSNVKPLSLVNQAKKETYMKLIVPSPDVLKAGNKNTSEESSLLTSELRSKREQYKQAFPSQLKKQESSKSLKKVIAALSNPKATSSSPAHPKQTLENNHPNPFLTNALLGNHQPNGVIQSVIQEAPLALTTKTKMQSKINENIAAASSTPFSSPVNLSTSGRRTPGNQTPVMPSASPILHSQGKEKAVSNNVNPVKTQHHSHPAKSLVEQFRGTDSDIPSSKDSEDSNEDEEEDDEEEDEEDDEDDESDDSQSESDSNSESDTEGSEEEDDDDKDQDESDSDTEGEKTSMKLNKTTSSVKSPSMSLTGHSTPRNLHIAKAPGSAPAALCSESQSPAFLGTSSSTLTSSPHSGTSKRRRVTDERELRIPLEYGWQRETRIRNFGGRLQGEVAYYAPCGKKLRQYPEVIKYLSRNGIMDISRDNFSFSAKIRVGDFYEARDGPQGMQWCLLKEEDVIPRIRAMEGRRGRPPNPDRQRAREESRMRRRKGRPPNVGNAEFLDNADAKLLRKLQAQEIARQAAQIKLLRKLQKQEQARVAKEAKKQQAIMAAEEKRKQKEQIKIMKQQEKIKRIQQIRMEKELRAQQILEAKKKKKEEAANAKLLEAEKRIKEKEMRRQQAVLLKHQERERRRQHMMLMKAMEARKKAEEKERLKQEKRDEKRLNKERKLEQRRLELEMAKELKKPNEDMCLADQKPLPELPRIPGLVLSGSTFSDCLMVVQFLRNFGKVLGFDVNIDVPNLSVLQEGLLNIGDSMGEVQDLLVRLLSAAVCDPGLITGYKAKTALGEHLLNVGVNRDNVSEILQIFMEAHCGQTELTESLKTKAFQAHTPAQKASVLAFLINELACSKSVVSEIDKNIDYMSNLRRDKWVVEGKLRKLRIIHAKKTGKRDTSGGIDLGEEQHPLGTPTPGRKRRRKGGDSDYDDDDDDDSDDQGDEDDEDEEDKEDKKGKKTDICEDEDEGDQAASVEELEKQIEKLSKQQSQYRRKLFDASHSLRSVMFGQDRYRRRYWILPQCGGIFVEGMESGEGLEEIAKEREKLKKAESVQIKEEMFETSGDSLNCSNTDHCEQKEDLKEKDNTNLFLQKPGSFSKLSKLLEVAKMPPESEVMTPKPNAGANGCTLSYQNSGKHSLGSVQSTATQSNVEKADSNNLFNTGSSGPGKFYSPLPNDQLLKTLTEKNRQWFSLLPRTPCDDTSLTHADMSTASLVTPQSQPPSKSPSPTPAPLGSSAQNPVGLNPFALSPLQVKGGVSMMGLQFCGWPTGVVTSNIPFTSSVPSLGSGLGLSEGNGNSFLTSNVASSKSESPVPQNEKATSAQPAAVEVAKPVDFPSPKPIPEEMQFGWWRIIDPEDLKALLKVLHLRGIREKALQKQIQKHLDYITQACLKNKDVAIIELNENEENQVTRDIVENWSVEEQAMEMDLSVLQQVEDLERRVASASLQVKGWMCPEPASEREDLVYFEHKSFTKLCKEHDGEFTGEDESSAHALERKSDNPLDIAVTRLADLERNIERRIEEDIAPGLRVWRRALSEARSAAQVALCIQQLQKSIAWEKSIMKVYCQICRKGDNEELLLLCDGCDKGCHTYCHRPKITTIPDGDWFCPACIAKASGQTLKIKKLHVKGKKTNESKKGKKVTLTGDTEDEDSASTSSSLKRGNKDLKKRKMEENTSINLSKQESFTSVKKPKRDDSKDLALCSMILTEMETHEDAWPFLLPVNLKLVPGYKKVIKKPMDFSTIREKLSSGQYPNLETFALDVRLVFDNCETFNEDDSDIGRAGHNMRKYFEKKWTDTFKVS
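AlphaScreen displacement of biotin-H3(5-23)K14Ac peptide (50 nM final) from BAZ2B (50 nM final) in PBS pH 7.4, 0.01% Tween-20; complex preformed 30 min RT, then compounds (top 110 uM) 30 min RT, beads 20 min dark.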
POLB inh = qHTS Assay for Inhibitors of DNA Polymerase Beta; Potency, µM (series often up to 114 µM), inactives show at the highest dose activity change, negative = inhibition, most hits filed as inhibitors; Pol beta primer extension/strand displacement, fluorescence kinetic; actives 1.3% (n = 340,000); further: on the % scale 0 is the no-effect control and ±100 the full control effect
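Human Pol beta at 10 nM; strand-displacement substrate 50 nM final. Compound exposure 15 min at room temperature before start, reaction 10 min at room temperature.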
G9a inh = qHTS Assay for Inhibitors of Histone Lysine Methyltransferase G9a. Histone-lysine N-methyltransferase EHMT2 (Homo sapiens), Q96KQ7. Potency, µM (highest dose often 102 µM), without a hit: at the highest dose activity, negative = inhibition, usual class: inhibitors. actives 8.8% (n = 350,000). G9a H3K9 monomethylation, AlphaScreen, 2 h; further: on the % scale 0 is the no-effect control and ±100 the full control effect; nearly all actives have a fitted effect of over 75% in size
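G9a (20 nM) was preincubated 15 min with compound, then reacted 2 h at room temperature with 500 nM biotin-H3K9 peptide and 20 µM SAM. Monomethyl-H3K9 detected by AlphaScreen using anti-H3K9me1 antibody.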
JMJD2A Tudor = qHTS Assay for Inhibitors of JMJD2A-Tudor Domain | Lysine-specific demethylase 4A (Homo sapiens), O75164 | AlphaScreen JMJD2A-Tudor / H3K4me3 peptide binding | Potency, µM (top dose mostly 114 µM), for the others: top-dose activity change, negative = inhibition, usual class: inhibitors | actives 4.4% (n = 390,000) | AID 504339, 2011; further: on the % scale 0 is the no-effect control and ±100 the full control effect; nearly all actives have a fitted effect of over 50% in size
BLM inh = qHTS Assay for Inhibitors of Bloom's syndrome helicase (BLM); RecQ-like DNA helicase BLM (Homo sapiens), P54132; recombinant BLM DNA unwinding, fluorescence dequenching; Potency, µM (doses to about 56.1 µM), inactives show top-dose activity change, negative = inhibition, usual class: inhibitors; actives 0.2% (n = 350,000);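 further: plate controls were vehicle for no effect and no enzyme for full effect; nearly all actives have a fitted effect of over 35% in size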
Pol kappa inh = qHTS for Inhibitors of Polymerase Kappa. AID 588579, 2011. actives 0.53% (n = 400,000). Potency, µM (highest dose often 107 µM), for the others: top-dose activity, negative = inhibition, most hits filed as inhibitors. DNA polymerase kappa (Homo sapiens), Q9UBT6. purified Pol kappa, fluorescent DNA synthesis assay, 10 min; further: on the % scale 0 is the no-effect control and ±100 the full control effect
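Fluorescent qHTS in 1536-well format: enzyme (10 nM) and compound sat 15 min at room temperature before 50 nM substrate (final) was added. Signal taken at 0 and 10 min; no-enzyme buffer wells were negative controls.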
APE1 inh = qHTS Assay for Inhibitors of the Human Apurinic/apyrimidinic Endonuclease 1 (APE1); AID 2517, 2012; recombinant APE1, TAMRA/BHQ-2 abasic DNA cleavage fluorescence; Potency, µM (top dose mostly 65.8 µM), without a hit: at the top dose activity change, negative = inhibition, hits mostly inhibitors; actives 0.35% (n = 350,000);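 further: plate controls were vehicle for no effect and reference inhibitor for full effect; nearly all actives have a fitted effect of over 55% in size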
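Measures dequenching upon AP-site incision of a 5'-TAMRA/3'-BHQ-2 THF-containing duplex, 50 nM; human APE1 0.75 nM after 15 min room-temperature exposure to compound; kinetic three-point read at one-minute spacing.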
Pol eta inh = qHTS for Inhibitors of Polymerase Eta | AID 588591, 2011 | recombinant Pol eta, fluorescent DNA replication assay | Potency, µM (highest dose often 114 µM), without a hit: at the top dose activity change, negative = inhibition, most hits filed as inhibitors | DNA polymerase eta (Homo sapiens), Q9Y253 | actives 1.2% (n = 390,000); further: on the % scale 0 is the no-effect control and ±100 the full control effect
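Pol eta at 10 nM preincubated with compounds 15 min at room temperature; reaction started with fluorescent substrate (50 nM final) and read kinetically at 0 and 10 min.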
Pol iota inh = qHTS for Inhibitors of Polymerase Iota. DNA polymerase iota (Homo sapiens), Q9UNA4. Pol iota fluorescent replication assay, 10 min. Potency, µM (highest dose often 115 µM), for the others: at the highest dose activity, negative = inhibition, usual class: inhibitors. actives 1% (n = 390,000). AID 588590, 2011
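Fluorescent replication assay read twice, at 0 min and 10 min after adding 50 nM (final) substrate. Enzyme (10 nM) and compounds were first incubated 15 min at room temperature; enzyme-free buffer wells were negative controls.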
The depositor's hits bear a star; ? = inconclusive; · = no result given; & = joins results of further samples; [ ] = another dose, or the depositor's remark. The call rests on the fitted dose curve; in most records, active means well fitted curve in the direction sought with a large enough effect; inconclusive means small, poorly fitted or top-dose-only effect, or another doubt; inactive means no such curve, though single readings can be large; an effect the other way counts as inactive or inconclusive. Potency means the concentration at half of the fitted maximal effect.

SMILES	BAZ2B inh	POLB inh	G9a inh	JMJD2A Tudor	BLM inh	Pol kappa inh	APE1 inh	Pol eta inh	Pol iota inh
CC(=O)Nc1ccc(S(=O)(=O)NCCC(=O)OCc2csc(CC(=O)Nc3ccccc3C)n2)cc1	-7%	·	-2%	-16%	·	6%	-3%	-21%	41%[activator]
Cc1ccc(S(=O)(=O)c2nc(Nc3ccccc3N3CCOCC3)sc2Cl)cc1	54%[activator]	11%	-2%[0.501 µM]	-25%	1%	-11%	0%	-16%	9%
Cc1cccnc1NC(=O)c1ccc(OCC2CCCO2)cc1 (stereo not given)	7%	·	16%[12.7 µM]	-17%	·	-7%	5%	-12%	0%
O=C(COc1ccccc1C(=O)O)Nc1cccc2ccccc12	·	·	·	-12%	·	-7%	-2%	-8%	28%
CC(CCc1ccccc1)NC(=O)C1CCC1 (stereo not given)	·	·	·	-6%	·	-4%	·	-8%	-11%[58.9 µM]
Cc1ccc(S(C)=O)cc1-n1c(=O)n(Cc2ccccc2)c(=O)c2[nH]cnc21 (stereo not given)	-18%	-16%	-47%	-14%	-1%	-10%	68%[activator]	0%	10%
CCOC(=O)c1c(NC(=O)C2=C(C)NC(=S)NC2c2ccc(F)cc2F)sc(C)c1C (stereo not given)	-27%	-11%	-5%[59 µM]	-17%	-6%	-15%	-3%	-25%	9%
COc1ccccc1-n1nnnc1SCc1cc2c(cc1Br)OCO2	8%	9%	5%[12.7 µM]	8%	-4%	-4%	-3%	-14%	13%
O=C(CCS(=O)(=O)c1nc(-c2ccc3c(c2)OCO3)cc(C(F)(F)F)n1)Nc1ccc(Br)cc1	2%	10%	-1%[59 µM]	7%	-2%	3%	·	-12%	-10%
O=C(Cn1ccc2cc(S(=O)(=O)N3CCCC3)ccc21)NCc1ccccc1	-9%	3%	11%	-6%	-1%	-2%	44%[activator]	-7%	34%[activator]
COc1ccc(NC(=O)CSc2nc(-c3ccco3)nc3cc(=O)[nH]n23)cc1Cl	79µM*	-34%	8%	45µM*	-4%	-37%	30%	?	79µM*
CCO[C@@H]1OC(C(=O)O)=C[C@H](c2ccc(C(F)(F)F)cc2)[C@H]1CCCO	-5%	1%	17%[59 µM]	-6%	4%	19%	0%	-17%	30%[activator]
O=C(NCCc1c[nH]c2ccccc12)c1cncc(Br)c1	-15%	-8%	32%	-22%	-10%	-7%	6%	-18%	181%[activator]
CCOc1cc(C(=O)Nc2ccc(F)cc2)cc(Br)c1OC	13%	25%	-5%[59 µM]	-3%	-4%	-11%	9%	-19%	31%[activator]
Cc1cc(OC(C)C)nc(-c2ccccc2O)n1	149%[activator]	0%	7%[12.7 µM]	134%[activator]	-2%	0%	0%	3%	13%
CCCN1C(=O)/C(=C/c2nc3ccccc3c(=O)[nH]2)c2ccccc21	?	-10%	?	?	-6%	-16%	1%	1%	-1%
NC(=O)c1ccc(NC(=O)CSc2cn(CC(=O)N3CCOCC3)c3ccccc23)cc1	-4%	50%[activator]	7%[59 µM]	1%	-2%	0%	-2%	-5%	?
Cc1ccc2oc(=O)c(/C=C(\O)c3ccco3)nc2c1	-15%	29%	·	2%	-9%	-9%	12%	-23%	46%[activator]
CCCCc1ccc(NC(=S)N2CCCC2)cc1	-17%	-10%	23%	-19%	-1%	-5%	51%	-22%	62%[activator]
CCC1CCCCN1C(=O)COc1ccc(N(C)S(=O)(=O)c2ccc(C)cc2)cc1 (stereo not given)	-13%	27%	-10%	-19%	-4%	-16%	11%	-16%	-23%
COc1ccc2cc(CCNC(=O)C(C)(C)C)c(=O)[nH]c2c1	10%	6%	-9%	-13%	3%	-11%	6%	-4%	0%
CN(C)c1cccc(N(C)C)c1CNC(=O)C(C)(C)C	-11%	17%	-8%	-11%	-1%	-1%	?	-7%	50%[activator]
CCOc1ccc(-c2nc3c(s2)CCc2onc(-c4ccc(OC)cc4)c2-3)cc1	·	·	·	-4%	·	10%	·	-11%	-7%
CCCCOC(=O)Nc1nnc(CC)s1	1%	-1%	-29%[59 µM]	-7%	-2%	-1%	18%	3%	-10%
COCCCNC(=S)N(Cc1ccccc1)Cc1ccc(F)cc1	-3%	24%	30%	24%	-4%	1%	-3%	-19%	9%
Next section.
SMILES	BAZ2B inh	POLB inh	G9a inh	JMJD2A Tudor	BLM inh	Pol kappa inh	APE1 inh	Pol eta inh	Pol iota inh
COc1ccccc1NC(=O)N1CCN(c2ccc3nncn3n2)CC1	3%	35%	-29%	-3%	2%	2%	-6%	-6%	23%
CC(C)C(=O)Nc1ccc(C(=O)NNC(=O)CCCOc2ccc(Cl)cc2Cl)cc1	-5%	?	-44%	-25%	-10%	-23%	-9%	0%	-39%
Cc1ccc(N(Cc2ccccc2)C(=O)CN2C(=O)NC3(CCCC3)C2=O)cc1	7%	-1%	99%[activator]	-22%	-3%	-2%	19%	-3%	11%
COC(=O)[C@]1(Cc2ccccc2)N[C@H](CN(C)S(=O)(=O)c2ccc(C(C)(C)C)cc2)[C@@H]2C(=O)N(C)C(=O)[C@@H]21	·	·	·	-24%	·	-1%	-16%	-14%	27%
CC(=O)c1c(C(C)=O)c(C)n(Cc2ccc3c(c2)OCO3)c1C	-2%	0%	0%	-20%	0%	3%	2%	4%	9%
COC(=O)c1c(SCC(=O)Nc2cc(F)ccc2F)[nH]c2ccc(C)cc2c1=O	2%	-14%	26%[59 µM]	-18%	-5%	-1%	·	-15%	9%
CCCOc1ccccc1C(=O)N(Cc1ccc(C)o1)C1CCS(=O)(=O)C1 (stereo not given)	-18%[57.1 µM]	9%	27%	-7%	0%	-6%	14%	-21%	23%
NC(=O)c1ccccc1NC(=O)CCCCCn1nnc2ccccc2c1=O	3%	20%	-41%	-2%	1%	-12%	39%[activator]	-4%	-9%
COc1ccc(C(CC(=O)Nc2ccc(Br)cn2)N2Cc3ccccc3C2=O)cc1 (stereo not given)	-11%	24%	-14%[59 µM]	-1%	-1%	7%	·	17%	0%
CCOC(=O)c1cc2c(=O)n3ccccc3nc2n(C(C)C)c1=NC(=O)c1cc2ccccc2o1	13%	-20%	14%[59 µM]	8%	-4%	-10%	·	-23%	15%
CCCCC1=CC2=CC(=O)C(C)(OC(=O)CC)C(=O)C2=CN1C(CO)CO (stereo not given)	-1%	13%	-6%[59 µM]	-8%	-1%[12.4 µM]	-7%	11%[12.4 µM]	-14%	?
Cc1cc(=O)oc2cc(OCC(=O)NC3CC(C)(C)NC(C)(C)C3)c(Cl)cc12	-2%	-1%	13%[59 µM]	-8%	48%[activator]	-3%	11%	9%	?
Cc1ccccc1N1CCN(S(=O)(=O)C[C@]23CCC(CC2NC(=O)[C@@H](N)CCS(C)(=O)=O)C3(C)C)CC1 (stereo not given in full)	-2%	15%[57.1 µM]	?	-25%	·	-5%	32%&-3%	-1%	-3%
CCOC(=O)C(=O)N1CCC(C(=O)OC)CC1	-37%	0%	35µM*	5%	0%	-6%	2%	-16%	-26%
Cc1nn(Cc2ccccc2Cl)c2sc(C(=O)NC(C)(C)C)cc12	3%	2%	3%[59 µM]	-5%	-9%	-9%	-7%	-13%	3%
COC(=O)c1cc(NC(=O)Cn2nc(-c3ccc(C)c(C)c3)ccc2=O)cc(C(=O)OC)c1	-7%	-19%	4%[59 µM]	-8%	-5%	-9%	·	-11%	23%
CC(C(=O)N1CCN(c2ccccc2)CC1)N1C(=O)C2CC=CCC2C1=O (stereo not given)	8%	22%	13%[59 µM]	-7%	-1%	-6%	2%	-2%	-2%
Cn1ncc2c(=O)[nH]cnc21	-12%	7%	-12%	0%	3%	0%	3%	-7%	52%[activator]
CCOC(=O)c1c(S(=O)(=O)N2CCN(c3ccccc3OC)CC2)c(C)n(C)c1C	-1%[57.1 µM]	1%	-20%[59 µM]	-34%	-5%	-11%	·	-14%	4%
CCOc1ccc(C(=O)NC(C(=O)NCc2ccccn2)C(C)C)cc1 (stereo not given)	5%	3%	-1%	-3%	0%	-2%	12%	-17%	12%
CCOc1ccc(S(=O)(=O)NCc2ccc(F)cc2)c2cccnc12	4%	3%	1%[59 µM]	-13%	-1%	-6%	27%	6%	11%
Cc1ccc(S(=O)(=O)N2CCOCC2)cc1C(=O)NC1=NCCS1	·	·	·	-11%	·	-19%	19%	-12%	?
CC(C)(C)c1cc[n+](-c2nc([O-])sc2C=O)cc1	4%	2%	12%	-18%	-1%	-3%	4%	-3%	-8%
COCCN(C(=S)Nc1ccc(C)cc1C)C(C)c1cccs1 (stereo not given)	-11%	11%	-13%	16%	-10%	9%	9%	-23%	28%
O=C(OCC(=O)N(C1CCCCC1)C1CCCCC1)c1cnccn1	1%	-3%	-11%	-1%[11.4 µM]	0%	0%	6%	-14%	?
Nc1nc(NCCCN2CCOCC2)nc(Nc2ccc(Cl)cc2)c1[N+](=O)[O-]	-27%	0%	-27%	-28%	2%	-13%	2%	-13%	35%[activator]
COc1ccccc1NC(=O)CSc1ncnc2c1oc1ccccc12	-3%	7%	4%	-10%	-1%	-1%	0%	-3%	19%
COc1cc2c(C(=O)NCc3ccc4c(c3)OCO4)cn(C)c(=O)c2cc1OC	-11%	22%	23%[2.33 µM]	-11%	1%	-12%	-3%	6%	6%
COc1ccc(/C=N/Nc2nncn2N)cc1Br	?	-4%	·	-22%	-6%	-1%	5%	-26%	8.9µM*

Three structures already listed, arranged by formula weight, low to high:
SMILES	BAZ2B inh	POLB inh	G9a inh	JMJD2A Tudor	BLM inh	Pol kappa inh	APE1 inh	Pol eta inh	Pol iota inh
COC(=O)c1c(SCC(=O)Nc2cc(F)ccc2F)[nH]c2ccc(C)cc2c1=O	2%	-14%	26%[59 µM]	-18%	-5%	-1%	·	-15%	9%
COc1ccc(C(CC(=O)Nc2ccc(Br)cn2)N2Cc3ccccc3C2=O)cc1 (stereo not given)	-11%	24%	-14%[59 µM]	-1%	-1%	7%	·	17%	0%
CCOC(=O)c1cc2c(=O)n3ccccc3nc2n(C(C)C)c1=NC(=O)c1cc2ccccc2o1	13%	-20%	14%[59 µM]	8%	-4%	-10%	·	-23%	15%

These rows are one share of the data; count on the stated rates, not on these rows.
